# West Nile antiviral = West Nile virus antiviral activity, cell-based, CPE readout (AID 1621). West Nile virus-infected cells, CPE inhibition; higher % means a stronger effect. CPE inhibition, % at 10 µM, or IC50 in µM where a hit was titrated. 0.02% of 290,000 active; in the data active = a potency from the dose series; inconclusive = CPE inhibition mostly from about 3.7% at the one dose, without a potency; inactive = the rest, 99 in 100 with CPE inhibition below about 2.2%; note: strong numbers were not always called active
# PhoP inhibition = inhibitors of PhoP regulon expression, primary screen, Salmonella Typhimurium, GFP reporter (AID 1863). S. Typhimurium PhoP-regulated promoter GFP reporter, 4 h; higher % means a stronger effect. 0.16% of 300,000 active. inhibition, % at 50 µM; hits with a dose series show IC50 in µM;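 active = inhibition over 29.93%, a cutoff 3 SD above the screen mean, later confirmed by dose response; inconclusive = inhibition over 29.93% but no dose response follow-up; inactive = inhibition at most 29.93% or unconfirmed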;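 note: 0% = low Mg2+ inducing control and 100% = high Mg2+ repressing control; strong numbers were not always called active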
# ER stress rescue = rescue of cells from ER stress-induced death, primary screen, 384-well, CSM14.1, thapsigargin, ATP luminescence (AID 1222). CSM14.1 thapsigargin-induced death rescue, ATP luminescence; higher % means a stronger effect. cellular ATP content (survival), % at 20 µM; hits with a dose series show EC50 in µM. 190,000 tested, under 10 active;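 active = EC50 below 50 µM in the dose-response confirmation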;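 note: death triggered by thapsigargin at about 15 µM added after 2 h compound pretreatment; cell ATP read after overnight thapsigargin exposure of roughly 18 to 22 hours; normalized against plate controls of thapsigargin alone and 5% DMSO vehicle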
# P. falciparum M17LAP = P. falciparum M17LAP inhibitors, primary screen, biochemical, fluorogenic H-Leu-NHMec substrate, 1536-well (AID 1619) | 0.38% of 220,000 active | recombinant M17LAP, H-Leu-NHMec fluorogenic kinetic assay; higher % means a stronger effect | Leucine aminopeptidase (Plasmodium falciparum (isolate 3D7)) | one-dose inhibition, % at 30 µM; IC50 in µM for titrated hits;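 active = compound inhibiting the enzyme by more than half at any dose during confirmatory dose-response retesting; inconclusive = strong single-dose inhibitors picked by rank but not retested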;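 note: plate controls were full reaction with DMSO carrier for no effect and no enzyme background for full effect; strong numbers were not always called active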
# Siah-1 displacement = Siah-1 peptide-binding antagonists, primary screen, biochemical, fluorescence polarization, rhodamine-plectin, uHTS (AID 1817). E3 ubiquitin-protein ligase SIAH1 (Homo sapiens). displacement, % at 20 µM; hits with a dose series show IC50 in µM. Siah-1 / rhodamine-plectin peptide fluorescence polarization; higher % means a stronger effect. 0.02% of 290,000 active;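 active = displacement of at least 50% at 20 µM, with a fluorescence ratio check between 0.3 and a set limit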;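 note: plate controls were Siah plus tracer with DMSO for no effect and tracer alone without Siah for full effect; strong numbers were not always called active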
# Yfh1-off respiration = enhancers of respiration in Yfh1-depleted yeast, dose response, Friedreich's ataxia, plus single-dose screen (AID 1465) | S. cerevisiae Yfh1-off respiration, WST-1 reduction, 72 h; higher fold induction means a stronger effect | fold induction at 50 µM, or EC50 in µM where a hit was titrated | 0.074% of 220,000 active;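 active = fold induction of absorbance versus untreated yeast above a set limit, then at least 30% activation at any dose in follow-up; inconclusive = repeats straddling the limit, or above it without dose testing; inactive = fold induction below the set limit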;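 note: activators that raise dye reduction in frataxin-depleted yeast; strong numbers were not always called active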
# XIAP displacement = XIAP antagonists, biochemical, IAP family, fluorescence polarization (AID 1018). E3 ubiquitin-protein ligase XIAP (Homo sapiens). XIAP BIR domain, fluorescence polarization peptide displacement; higher % means a stronger effect. one-dose displacement, % at 20 µM; IC50 in µM for titrated hits. 0.007% of 200,000 active; in the data active = displacement above about 50%; note: a part of the inactive calls stands beside numbers as strong as those of hits
# P. falciparum M1AAP = P. falciparum M1AAP inhibitors, biochemical, fluorogenic H-Leu-NHMec substrate, 1536-well (AID 1445). inhibition, % at 30 µM, or IC50 in µM where a hit was titrated. recombinant M1AAP, H-Leu-NHMec fluorogenic kinetic assay; higher % means a stronger effect. 0.42% of 220,000 active;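 active = primary inhibition above the hit cutoff, then over 50% inhibition at one or more dose response concentrations, cut at about 23% in these data, passing the limit was not always enough; inconclusive = conflicting primary data, or primary hits not chosen for dose response; inactive = low primary inhibition, or under 50% at every dose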;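 note: plate controls were DMSO full reaction for no effect and no enzyme background for full effect; strong numbers were not always called active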
# human PMI inhibitors = human PMI inhibitors, high substrate, primary screen, biochemical, fluorescence intensity, high mannose 6-phosphate (AID 1220) | recombinant PMI enzyme, coupled fluorescence intensity; higher % means a stronger effect | inhibition, % at 20 µM, or IC50 in µM where a hit was titrated | 0.66% of 190,000 active; in the data active = inhibition above about 50%
# An asterisk follows results filed as active; i = inactive; ? = inconclusive; nt = no result given; & = joins results of further samples.
SMILES,West Nile antiviral,PhoP inhibition,ER stress rescue,P. falciparum M17LAP,Siah-1 displacement,Yfh1-off respiration,XIAP displacement,P. falciparum M1AAP,human PMI inhibitors
O=C(O)CCN1C(=O)C(=C2CCCCCC2)SC1=S,1.0%,-13%,1.2%,38%,11%,i,-1.8%,9%,25%
COc1ccc(C(=O)NC(=S)Nc2ccc(S(=O)(=O)Nc3cc(C)on3)cc2)cc1OC,0.5%,18%,nt,12%,12%,i,nt,6%,nt
CC(C)c1cc(C(=O)OCC(=O)NC(=O)NCc2ccco2)c(O)c(C(C)C)c1,12%,-3%,0.4%,-2%,2%,i,-8.0%,0%,23%
Cc1ccc(S(=O)(=O)CCC(=O)OCC(=O)Nc2ncc(Cl)cc2Cl)cc1,-0.1%,-6%,4.5%,-5%,-5%,i,-6.5%,1%,6%
O=C(CN1C(=O)/C(=C2\SC(=S)N(C3CCS(=O)(=O)C3)C2=O)c2ccccc21)Nc1ccc(F)cc1 (stereo unspecified),3.0%,-2%,nt,8%,-3%,i,nt,9%,nt
COc1ccccc1/C=N/N1C(=O)C2C3C=CC(CC3)C2C1=O (stereo unspecified),0.2%,-9%,-0.9%,9%,9%,i,-2.5%,2%,6%
Cc1cc(C)cc(OCC(=O)N(Cc2cccs2)C2CCS(=O)(=O)C2)c1 (stereo unspecified),-0.3%,3%,1.5%,-11%,0%,i,-8.1%,2%,14%
Cc1nc2oc3ccc(F)cc3c(=O)c2cc1C(=O)NC(C)(C)C,0.0%,0%,0.6%,1%,-1%,i,-3.8%,4%,4%
O=C(CSc1nc2ccc([N+](=O)[O-])cc2[nH]1)NC1CCCCCC1,0.8%,-2%,1.4%,6%,6%,i,0.1%,4%,-7%
CCC(=O)N(Cc1ccco1)c1nc(-c2cc(OC)ccc2OC)cs1,0.4%,-9%,-1.7%,15%,9%,i,-5.6%,5%,-9%

# Some of these compounds in order of heavy-atom count, high to low.
SMILES,West Nile antiviral,PhoP inhibition,ER stress rescue,P. falciparum M17LAP,Siah-1 displacement,Yfh1-off respiration,XIAP displacement,P. falciparum M1AAP,human PMI inhibitors
O=C(CN1C(=O)/C(=C2\SC(=S)N(C3CCS(=O)(=O)C3)C2=O)c2ccccc21)Nc1ccc(F)cc1 (stereo unspecified),3.0%,-2%,nt,8%,-3%,i,nt,9%,nt
COc1ccc(C(=O)NC(=S)Nc2ccc(S(=O)(=O)Nc3cc(C)on3)cc2)cc1OC,0.5%,18%,nt,12%,12%,i,nt,6%,nt
CC(C)c1cc(C(=O)OCC(=O)NC(=O)NCc2ccco2)c(O)c(C(C)C)c1,12%,-3%,0.4%,-2%,2%,i,-8.0%,0%,23%
Cc1ccc(S(=O)(=O)CCC(=O)OCC(=O)Nc2ncc(Cl)cc2Cl)cc1,-0.1%,-6%,4.5%,-5%,-5%,i,-6.5%,1%,6%
CCC(=O)N(Cc1ccco1)c1nc(-c2cc(OC)ccc2OC)cs1,0.4%,-9%,-1.7%,15%,9%,i,-5.6%,5%,-9%
COc1ccccc1/C=N/N1C(=O)C2C3C=CC(CC3)C2C1=O (stereo unspecified),0.2%,-9%,-0.9%,9%,9%,i,-2.5%,2%,6%

# Next section.
SMILES,West Nile antiviral,PhoP inhibition,ER stress rescue,P. falciparum M17LAP,Siah-1 displacement,Yfh1-off respiration,XIAP displacement,P. falciparum M1AAP,human PMI inhibitors
Cc1cc(=O)oc2cc(NS(=O)(=O)c3ccccc3)ccc12,0.0%,-8%,nt,i,-5%,i,nt,?,nt
Cc1ccc(S(=O)(=O)NCC(=O)N2CCN(c3ccccc3F)CC2)cc1,-0.5%,-2%,-1.1%,12%,0%,i,-4.9%,-3%,-13%
Nc1c(C(=O)O)cnn1-c1ccccc1,0.3%,-4%,-1.5%,5%,-4%,i,-10%,5%,0%
Cc1ccccc1NC(=S)N1CCCN(Cc2ccc(F)cc2)C1,-0.6%,2%,-0.8%,2%,-4%,i,9.2%,13%,-7%
CCSc1nnc2c(n1)OC(C)(C)Nc1ccccc1-2,0.1%,-1%,-0.1%,10%,1%,i,2.7%,5%,9%
CCOC(=O)C(=O)Nc1ncc(Cl)s1,0.0%,-7%,nt,2%,1%,i,nt,12%,nt
O=C(c1ccco1)N1CCCN(Cc2nc(-c3ccc4c(c3)OCO4)no2)CC1,-1.1%,-5%,-0.7%,1%,-7%,i,-10%,-1%,8%
Cc1nc(NC(=O)CSc2ccc(-c3nc4ccccc4[nH]3)cn2)sc1C,-0.3%,-4%,-1.6%,11%,14%,i,-3.3%,9%,-3%
CC(=O)N1CC(=O)N=C1SCC(=O)Nc1nc(C)c(-c2ccccc2)s1,-1.1%,-1%,13%,1%,1%,i,-9.8%,9%,-6%
O=C(CSCCc1ccccn1)Nc1cccnc1Cl,0.1%,1%,3.0%,6%,-2%,i,-3.0%,-1%,1%
N#CCc1cnc2ccccc2n1,0.5%,-3%,nt,14%,-1%,i,nt,10%,nt
Cc1ccc(C)c(OCCCCn2ccnc2)c1,0.5%,14%,-0.7%,1%,-2%,i,-0.5%,5%,-8%
CCCCC(=O)N/N=C(\C)c1cccc(NC(=O)C2CC2)c1,-0.3%,-4%,0.2%,10%,-1%,i,-2.7%,6%,-7%
CCOC(=O)c1c(-c2ccccc2)csc1NC(=O)CSc1nncs1,-0.1%,-9%,0.0%,19%,3%,i,-3.0%,8%,6%
O=C(NN1C(=O)C2C3C=CC(C3)[C@H]2C1=O)c1cccnc1 (stereo partly specified),-0.2%,-13%,-2.5%,2%,3%,i,-3.9%,1%,6%
NC(CC(=O)O)c1ccc(Br)cc1 (stereo unspecified),-0.1%,7%,-0.4%,6%,5%,i,-3.7%,69µM*,4%
CCc1cccc(N(C)C(N)=Nc2cccc3ccccc23)c1,-1.0%,8%&1%,nt,0%,1%,i,nt,6%,nt
CCCC(=O)N1c2ccccc2NC2=C(C(=O)CCC2)C1c1ccc(F)cc1 (stereo unspecified),-0.8%,2%,-2.7%,19%,-2%,i,-6.2%,15%,12%
CCS(=O)(=O)N1Cc2ccccc2CC1C(=O)Nc1cccc(C)c1 (stereo unspecified),0.5%,1%,0.3%,-3%,-6%,i,-2.7%,-1%,24%
Oc1ccc2oc3c(c2c1/C=N/n1cnnc1)CCCC3,-0.7%,0%,10%,6%,-11%,i,-4.8%,9%,9%
CCOc1ccc(NC(=S)N(CCc2c(C)[nH]c3ccccc23)Cc2cccnc2)cc1,nt,0%,6.3%,6%,-15%,nt,-2.3%,-1%,2%
COc1ccc(CN(C)CC(=O)Nc2ccc(N3CCOCC3)cc2)cc1OC,-0.5%,-3%,0.3%,-2%,3%,i,-1.8%,1%,14%
O=C(CCc1nnc(C2CCCCC2)o1)N1CCN(Cc2ccccc2)CC1,0.0%,-1%,1.9%,2%,3%,i,-3.9%,-1%,-6%
CC(C)C(=O)Nc1ccc(N2CCN(c3ccc(F)cc3)CC2)cc1,0.1%,-4%,0.2%,-5%,0%,i,-1.8%,6%,-6%
Cc1cc(C(C)(C)C)oc1C(=O)OCC(=O)NC1CCCCC1,-0.1%,10%,-1.0%,15%,2%,i,-0.5%,3%,-2%
COc1ccc(NC(=O)c2sc(SCc3ccccc3)nc2N)cc1,-0.4%,6%,-0.9%,-3%,-5%,i,-2.0%,4%,6%
c1cncc(-c2nc3ccccc3o2)c1,0.2%,9%,-0.9%,8%,-3%,i,-4.0%,7%,-1%
COc1ccc(C(F)(F)F)cc1N/C=C/c1nnnn1-c1ccc2ccccc2c1,-0.1%,-10%,nt,-7%,2%,i,nt,3%,nt
CCOC(=O)c1[nH]c2ccc(OC)cc2c1NC(=O)c1ccc2c(c1)OCO2,1.0%,3%,-0.2%,4%,0%,i,-2.6%,16%,2%
O=C(CCC(=O)OCc1cccc([N+](=O)[O-])c1)Nc1ccc(F)cc1,-0.5%,7%,-1.1%,-7%,0%,i,-1.7%,2%,1%
O=C(NN1C(=O)c2ccccc2NC1c1ccc([N+](=O)[O-])o1)c1ccc([N+](=O)[O-])cc1 (stereo unspecified),-0.7%,-11%,-0.9%,-3%,2%,i,-3.2%,1%,-2%
COc1ccc(C(=O)Nc2cccc(C(=O)NCc3ccccc3)c2)cc1,1.2%,2%,-1.6%,3%,-3%,i,-6.7%,0%,-2%
CCOc1ccc(NC(=O)c2sc(N3CCOCC3)nc2-c2ccccc2)cc1,0.1%,18%,0.8%,-2%,3%,i,-7.8%,0%,3%
CC(=O)Nc1cccc2c1C(=O)N(c1ccc(C)cc1)C2=O,0.1%,3%,1.1%,5%,7%,i,-4.8%,10%,4%
CC12CC(c3ccccc3O1)N(C(=O)c1ccco1)C(=S)N2c1ccccc1 (stereo unspecified),-0.5%,3%,0.3%,11%,-5%,i,-3.6%,7%,-2%
COc1ccc(CNn2c(-c3cccs3)nc3ccccc3c2=O)cc1OC,2.6%,-2%,-1.6%,8%,1%,i,-6.7%,4%,8%
Cn1c(=O)c(Nc2ccc(Cl)cc2)c2c3c(cccc31)C(=O)c1ccccc1-2,-0.3%,-33%,-5.4%,0%,13%,i,0.0%,4%,11%
Cc1ccc(Nc2n[nH]c(C)c2[N+](=O)[O-])cc1,-0.9%,-2%,-1.3%,4%,0%,i,-6.3%,6%,-8%
O=C(/C=C/c1ccc([N+](=O)[O-])cc1)NCCSCc1ccco1,0.1%,2%,-2.3%,18%,-1%,i,-9.1%,7%,-2%
Cc1ccc(C2(C(F)(F)F)NC(=O)N3C(=C2C#N)Nc2ccccc23)cc1 (stereo unspecified),0.6%,5%,-2.3%,-5%,1%,i,-8.0%,-4%,-3%
CCn1c(=O)c(=O)[nH]c2cc(C(=O)NCC3CCCCC3)ccc21,-0.2%,32%,-0.5%,11%,-1%,i,-7.8%,-5%,9%
CC1(NC(=O)NCc2ccco2)CCS(=O)(=O)C1 (stereo unspecified),-0.2%,-3%,1.8%,-7%,-1%,i,-2.9%,1%,12%
COc1ccc(C(C(=O)NC2CCCCC2)N(C(=O)CCl)c2ccc(C)cc2)cc1 (stereo unspecified),-1.4%,8%,-2.4%,-2%,-6%,i,-6.6%,0%,-14%
O=c1c(=NNc2ccccc2Cl)c(=O)c2ccccc12,-0.4%,9%,-8.1%,-1%,1%,i,-2.1%,3%,9%
O=C(c1ccccc1)N1CN2CN(C(=O)c3ccccc3)CC([N+](=O)[O-])(C2)C1,-0.3%,9%,0.7%,-6%,0%,i,-2.3%,8%,1%

# Screening results: PubChem BioAssay, several laboratories
